# Assay outcomes: PubChem BioAssay, several laboratories
# bovine MsrA act – activators of bovine methionine sulfoxide reductase A | purified bovine MsrA, absorbance read-out | AID 602163 | actives 0.3% (n = 360,000) | activation, % at 10.6 µM; in the data active means activation above about 7.5%;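 further: 0% = vehicle and 100% = reference activator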
# SKN-1 block – inhibitors of C. elegans SKN-1; actives 0.49% (n = 360,000); inhibition, % at 21.8 µM; C. elegans VP596 Pgst-4::GFP/RFP ratio, acrylamide-induced, 24 h;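 active means interference check ratio from 0.5 to 1.5 plus GFP to RFP signal ratio inhibition reaching or exceeding a fixed threshold, cut at about 30% in these data, passing the limit was not always enough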; further: some compounds called inactive have numbers as strong as hits
# E coli Lon inh – inhibitors of E. coli Lon protease. P0A9M0. purified E. coli Lon protease, fluorescence polarization. inhibition, % at 7.94 µM. actives 0.42% (n = 360,000); in the data active means inhibition above about 13%, passing the limit was not always enough;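 further: 0% = enzyme with probe and DMSO and 100% = no enzyme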
# Target sequence (P0A9M0 whole entry, looked up): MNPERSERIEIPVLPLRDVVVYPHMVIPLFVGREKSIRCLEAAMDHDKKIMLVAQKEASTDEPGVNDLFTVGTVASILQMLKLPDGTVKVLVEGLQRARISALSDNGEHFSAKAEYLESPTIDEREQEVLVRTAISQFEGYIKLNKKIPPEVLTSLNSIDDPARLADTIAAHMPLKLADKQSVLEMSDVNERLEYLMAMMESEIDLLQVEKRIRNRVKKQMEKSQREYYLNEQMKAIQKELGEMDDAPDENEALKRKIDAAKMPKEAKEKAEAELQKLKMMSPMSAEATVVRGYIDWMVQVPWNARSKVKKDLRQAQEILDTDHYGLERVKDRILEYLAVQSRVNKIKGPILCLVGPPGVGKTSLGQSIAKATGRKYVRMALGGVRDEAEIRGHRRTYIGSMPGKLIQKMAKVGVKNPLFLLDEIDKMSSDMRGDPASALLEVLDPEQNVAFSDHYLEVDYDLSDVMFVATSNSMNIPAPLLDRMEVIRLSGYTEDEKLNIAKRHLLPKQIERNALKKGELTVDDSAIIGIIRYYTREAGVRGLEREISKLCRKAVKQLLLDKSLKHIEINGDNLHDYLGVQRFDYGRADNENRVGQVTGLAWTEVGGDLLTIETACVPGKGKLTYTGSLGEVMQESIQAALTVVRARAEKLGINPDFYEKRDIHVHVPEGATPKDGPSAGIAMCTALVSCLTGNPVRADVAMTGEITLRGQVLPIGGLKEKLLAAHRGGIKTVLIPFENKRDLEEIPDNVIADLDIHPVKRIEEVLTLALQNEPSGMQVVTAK
# Rin1 Abl inh – blocks binding of human Rin1 to Abl; P00519+Q13671; TR-FRET Rin1/Abl binding, biochemical; inhibition, % at 7.35 µM; actives 0.4% (n = 360,000); AID 588664; in the data active means inhibition above about 5%, passing the limit was not always enough
# MT1-MMP act inh – MT1-MMP (human) activation inhibition | HT1080 RFP-PRO-GFP cells, GFP/RFP ratio fluorescence, overnight; percent of plate control window, DMSO zero | actives 0.061% (n = 360,000) | P50281 | GFP/RFP ratio change, % at 20 µM;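 active means GFP/RFP ratio change of at least 30% with cell ATP level not reduced by more than half and red fluorescence within 50% of control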; further: strong numbers were not always called active
#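 Assay system – RFP-PRO-GFP reporter HT1080 cells · Compound dosing – single dose of 20 µM compound, 1% DMSO final · Incubation – overnight compound exposure at 37 °C · Measure – GFP/RFP fluorescence ratio · Benchmarks – DMSO wells and RFP-L50D-GFP cells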
# FAS-TE inh – FAS thioesterase (human) inhibition; actives 0.67% (n = 360,000); recombinant FAS-TE, OMFH fluorogenic substrate, fluorescence endpoint; inhibition, % at 15 µM;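 active means compounds whose normalised, plate-corrected inhibition of enzyme fluorescence in the single-dose primary screen is 50% or more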;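 further: 0% = DMSO with enzyme and 100% = substrate without enzyme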
# NRP1-CendR mod – modulators of CendR peptide binding to human neuropilin-1; O14786; FAM-RPARPAR peptide binding to NRP-1, fluorescence polarization; inhibition, % at 25 µM; actives 0.85% (n = 360,000);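 active means inhibition or corrected inhibition above about 18%, plus a signal ratio from 0.5 to 1.5, limit read from the data, passing the limit was not always enough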; further: strong numbers were not always called active
# MsrA inhibitor – inhibitors of bovine MsrA. inhibition, % at 15.5 µM. purified bovine MsrA, absorbance read-out. AID 651718. actives 0.75% (n = 360,000); in the data active means inhibition above about 4.5%;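 further: 0% = vehicle wells with enzyme and 100% = reference inhibitor wells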
# Neddyl block – cullin neddylation inhibition. calls only at 25 µM. P61081+Q13564. TR-FRET cullin neddylation, biochemical. actives 0.58% (n = 360,000); in the data active means inhibition above about 36%
# The depositor's hits bear a star; i = inactive; . = no result given.
SMILES,bovine MsrA act,SKN-1 block,E coli Lon inh,Rin1 Abl inh,MT1-MMP act inh,FAS-TE inh,NRP1-CendR mod,MsrA inhibitor,Neddyl block
CCOC(=O)c1nnn(CC(=O)NC(=O)Nc2cccc(CC)c2)c1C(=O)OCC,-3,3,-6,0,-1,6,-5,1.3,i
O=C(CNC(=O)c1ccccc1F)Nc1ccccc1C(F)(F)F,-10,-18,-7,-5,7,-6,3,0.2,i
CN(C)CCCNC(=O)C[C@H]1C[C@H](C(=O)N2CCCCC2)[C@@]2(CCc3ccccc3)c3[nH]c4cc(CCC(=O)N(C)C)ccc4c3CCN2C1=O,-3,-13,-3,-5,0,-10,3,-0.5,i
CSc1nsc(SCC(=O)N2CCCc3ccccc32)n1,-6,0,-1,0,-1,1,-12,1.8,i
COc1ccc(C(=O)OCC(=O)NCc2ccco2)cc1S(=O)(=O)N1CCN(c2cccc(Cl)c2)CC1,-3,14,6,-3,1,20,-5,1.7,i
CC(=O)Nc1sc(C)c(C)c1C(=O)OCC(=O)N(CC(C)C)C1CCS(=O)(=O)C1 (centres undefined),-11,-20,-2,-3,-1,8,28*,2.2,i
CCCC(=O)N1CCC1(C)C(=O)NS(=O)(=O)c1ccc(Cl)cc1 (centres undefined),-5,1,-6,1,0,-7,6,-0.7,i
CCOc1ccc(N2CC(C(=O)Nc3ccc(S(=O)(=O)Nc4nccs4)cc3)CC2=O)cc1 (centres undefined),-1,12,0,5,0,-2,-13,-0.3,i
Cc1[nH]nc2c1C(Cc1ccccc1)C(C#N)=C(N)O2 (centres undefined),-4,18,0,-3,-3,-9,-1,-0.4,i
Cc1[nH]c(C)c(S(=O)(=O)N2CCN(c3cccc(Cl)c3)CC2)c1C(=O)N1CCCCC1,0,-12,-1,-3,7,4,6,-0.2,i
CC(NC(=O)CCCCCN1C(=O)c2ccccc2C1=O)c1ccc2c(c1)CCCC2 (centres undefined),-1,3,-10,-2,4,5,1,0.0,i
O=C(Cc1ccc([N+](=O)[O-])cc1)Nc1ccc2c(c1)CCC2,0,12,-20,1,7,17,5,0.1,i
COc1ccc(CCNC(=O)COC(=O)Cc2ccc(OC)cc2)cc1,-4,3,-5,-2,-1,-8,-1,-0.9,i
COc1ccccc1CNC(=O)[C@H](CCSC)NC(=O)[C@@H]1Cc2ccccc2CN1,-4,5,-11,0,1,5,6,-0.7,i
Cc1cccc(C)c1-n1nnnc1C(c1ccccc1)N1CCN(C/C=C/c2ccccc2)CC1 (centres undefined),0,0,-2,4,-6,22,6,-1.4,i
Clc1ccc(-c2nnc(Sc3nc4ccccc4o3)c3ccccc23)cc1,0,3,-6,1,-2,29,0,0.0,i
O=C1/C(=C/c2ccccn2)COc2ccccc21,-1,8,3,0,1,2,-9,0.1,i
O=C(CCSCc1ccccc1Cl)NCc1cccs1,-1,20,-8,-3,4,6,9,-0.9,i
Cc1cccc(NC(=O)Nc2ccc(OCc3ccccc3)cc2)n1,-4,16,6,-2,9,-2,7,-0.1,i
Cn1c(=O)oc2cc(S(=O)(=O)N3CCC(C(=O)N4CCN(c5ccccc5)CC4)CC3)ccc21,1,2,-1,-1,4,4,4,-0.2,i
O=C(NCc1ccc(F)cc1)C1CCN(S(=O)(=O)N2CCCCC2)CC1,-1,4,-3,0,12,-3,-2,0.4,i
O=C(Oc1ccc(N(Cc2cccs2)C2=NS(=O)(=O)c3ccccc32)cc1)c1ccc(Cl)cc1,-1,1,8,-2,0,29,6,-1.0,i
C#CCOCCOCCOCCNc1nc(N2CCN(C(=O)[C@H](CCCCN)n3cc(CC(C)O)nn3)CC2)nc(N2CCN(C(=O)[C@H](CCCCN)n3cc(CC(C)O)nn3)CC2)n1 (some centres undefined),0,4,-5,3,4,-10,8,0.0,i
O=C(CCN1CCN(Cc2ccccc2)CC1)Nc1cccc(Cl)c1,1,-9,-7,3,5,-4,-8,1.3,i
O=C(c1cccc(F)c1)N1CCN(C(=O)c2nn3cccnc3c2Cl)CC1,2,5,-11,-3,2,-3,2,-0.1,i
Clc1ccc2c(c1)C1OCCC1C(c1ccco1)N2 (centres undefined),-5,-2,-1,4,0,-4,-12,1.9,.
CC1CCCCN1c1nnc(NC(=O)Cn2c(=O)oc3ccccc32)s1 (centres undefined),-6,7,-2,0,2,-7,1,0.8,i
C[C@@H]1CC=C[C@H]2[C@H]1C(=O)N(Cc1ccccc1)[C@H]2c1cccc([N+](=O)[O-])c1,-1,10,4,4,-6,12,14,0.5,i
CN(Cc1ccccc1)Cc1cc(=O)oc2ccc3ccccc3c12,-3,4,-16,3,-4,27,6,-0.1,i
CCc1nn(C(C)C(=O)N2CC(C)CC(C)C2)c(=O)c2cc3occc3n12 (centres undefined),1,35,0,-1,0,-3,9,-0.3,i

# Whole records from above. Order of screens: bovine MsrA act, SKN-1 block, E coli Lon inh, Rin1 Abl inh, MT1-MMP act inh, FAS-TE inh, NRP1-CendR mod, MsrA inhibitor, Neddyl block
# O=C(CCN1CCN(Cc2ccccc2)CC1)Nc1cccc(Cl)c1 is listed with 1, -9, -7, 3, 5, -4, -8, 1.3, i
# O=C(c1cccc(F)c1)N1CCN(C(=O)c2nn3cccnc3c2Cl)CC1 is listed with 2, 5, -11, -3, 2, -3, 2, -0.1, i
# O=C(NCc1ccc(F)cc1)C1CCN(S(=O)(=O)N2CCCCC2)CC1 is listed with -1, 4, -3, 0, 12, -3, -2, 0.4, i
# CN(Cc1ccccc1)Cc1cc(=O)oc2ccc3ccccc3c12 is listed with -3, 4, -16, 3, -4, 27, 6, -0.1, i

# (continued)
SMILES,bovine MsrA act,SKN-1 block,E coli Lon inh,Rin1 Abl inh,MT1-MMP act inh,FAS-TE inh,NRP1-CendR mod,MsrA inhibitor,Neddyl block
CS(=O)(=O)Nc1cccc(S(=O)(=O)N2CCN(C(=O)c3ccccc3)CC2)c1,-4,-6,-6,0,-3,-5,11,0.0,i
CCc1sc(C(=O)N2CCc3ccccc32)cc1C,-10,-1,7,-1,-2,10,3,2.4,i
CCOC(=O)C1CCCCN1S(=O)(=O)c1cc2c(cc1C)NC(=O)CO2 (centres undefined),2,15,-3,0,2,-6,3,-0.1,i
Cc1ccc(CNC(=O)C2=NNC(=O)CC2)cc1,-3,8,-2,-2,2,-8,-5,0.8,i
CN(C)CCCNC(=O)C[C@H]1C[C@H](C(=O)N2CCOCC2)[C@@]2(CCC3CCCC3)c3[nH]c4cc(CCC(=O)N(C)C)ccc4c3CCN2C1=O,0,17,6,-2,3,12,-1,-0.8,i
COc1ccccc1CN1C(=O)[C@H]2Cc3c([nH]c4ccccc34)C(C)(C)N2C1=O,-2,1,7,0,-1,11,-8,0.9,i
O=C1C2C(c3ccccc3)CC=CC2[C@H](c2cccc([N+](=O)[O-])c2)N1Cc1ccccc1 (some centres undefined),-6,10,4,0,-3,40,3,2.2,i
O=C(O)/C=C/C(=O)N1Cc2cc3ccccc3nc2C1,-2,5,-11,0,-16,-7,-30,0.9,i
O=C(CN(c1ccccc1)S(=O)(=O)c1ccccc1[N+](=O)[O-])N1CCCC1,-2,5,12,0,2,-4,6,0.6,i
C=CCc1ccc(OCCCNCc2ccccc2)c(OC)c1,-2,0,3,0,-1,-5,-5,-0.8,i
O=C(O)c1ccc(C=NN=C2c3ccccc3-c3ccccc32)cc1,-4,21,0,-2,2,8,-18,0.6,i
CCCOC(=O)c1ccc(NC(=O)Cc2cccs2)cc1,1,22,-3,-1,-3,6,-9,-0.1,i
CCOC(=O)C1CCN(CC(C)(C)NS(=O)(=O)c2ccccc2)CC1,-2,1,7,2,4,-5,-6,-0.6,i
CCN(CC)c1ccc(/C=C/c2ccc3ccc(OC)cc3[n+]2CC)cc1,-1,86,-15,-26,29,-1,-106,-0.2,i
O=C(CNS(=O)(=O)c1cccs1)NCCc1ccc(Cl)cc1,-1,19,-1,0,2,1,-7,-0.8,i
Cn1nc(C(=O)OCC(=O)Nc2sccc2C(N)=O)c2ccccc2c1=O,-2,-12,-3,-3,2,-1,-11,0.0,i
COc1ccc(C2N(Cc3ccccc3)CCN2Cc2ccccc2)cc1[N+](=O)[O-],-1,-7,-7,4,1,29,8,2.2,i
Brc1ccc(-c2cn3nc4c(nc3n2)CCCC4)cc1,-4,4,-6,0,-3,-8,-13,-2.0,i
O=C(NNC(=O)c1ccccc1[N+](=O)[O-])c1ccccn1,2,-3,-5,2,2,0,1,3.1,i
Cc1ccc(NC(=O)N2CCCCC2)cc1NC(=O)N1CCCCC1,-1,9,-1,1,-2,-1,14,-0.3,i

# Brought forward from above: five compounds, then new ones.
SMILES,bovine MsrA act,SKN-1 block,E coli Lon inh,Rin1 Abl inh,MT1-MMP act inh,FAS-TE inh,NRP1-CendR mod,MsrA inhibitor,Neddyl block
Cn1nc(C(=O)OCC(=O)Nc2sccc2C(N)=O)c2ccccc2c1=O,-2,-12,-3,-3,2,-1,-11,0.0,i
COc1ccc(C2N(Cc3ccccc3)CCN2Cc2ccccc2)cc1[N+](=O)[O-],-1,-7,-7,4,1,29,8,2.2,i
Brc1ccc(-c2cn3nc4c(nc3n2)CCCC4)cc1,-4,4,-6,0,-3,-8,-13,-2.0,i
O=C(NNC(=O)c1ccccc1[N+](=O)[O-])c1ccccn1,2,-3,-5,2,2,0,1,3.1,i
Cc1ccc(NC(=O)N2CCCCC2)cc1NC(=O)N1CCCCC1,-1,9,-1,1,-2,-1,14,-0.3,i
O=C(Nc1ccc2oc(-c3ccccc3)nc2c1)C1CCCO1 (centres undefined),-9,5,17,4,0,0,-1,0.4,.
O=C(Nc1ccc(F)c(Cl)c1)c1cc(C2CCCCN2C(=O)c2ccc(Cl)cc2)on1 (centres undefined),-1,-23,0,-3,-3,22,2,-0.1,i
Nc1nnnn1/N=C/c1ccc(Cl)cc1,-2,4,3,-3,3,-5,-7,2.5,i
COc1ccc(OC)c(NC(=S)N2CCCC2)c1,4,6,3,0,-11,-3,13,-0.1,i
O=C(NC(=O)N1CCN(c2ccccc2)CC1)c1ccc(Cl)cc1,1,-16,1,0,2,1,0,-1.3,i
Cc1ccccc1-n1c([C@@H]2C[C@H]2c2ccccc2)n[nH]c1=S,-1,-5,4,0,-4,-5,10,-0.4,i
O=C(NCCN1C(=O)C2C3C=CC(C3)C2C1=O)Nc1ccccc1O (centres undefined),-1,38*,-6,-5,1,-4,6,0.9,i
CC(=O)Nc1ccc(-c2csc(NC(=O)Cc3ccccc3F)n2)cc1,-1,0,-15,-4,2,2,-7,-0.8,i
CCOC(=O)C(CSCC(=O)c1ccc(Cl)cc1Cl)NC(=O)OC(C)(C)C (centres undefined),-2,36*,-3,0,4,13,11,-0.1,i
Cc1cc2c3nonc3ccc2n1C,-9,15,5,0,-1,8,14,-0.1,i
CCc1nnc(NC(=O)C2CCCCN2S(=O)(=O)c2ccccc2)s1 (centres undefined),-1,-13,-8,-2,4,-1,-8,-0.6,i
CCC1CCCCN1CCCCOc1cccc(Cl)c1 (centres undefined),-5,3,8,0,8,-3,1,-1.4,i
N/C(=N\OC(=O)COc1ccc(Br)cc1)c1cccnc1,-2,13,-11,-1,3,0,10,-1.0,i
O=C(CC[C@H]1O[C@@H](n2cnc3c(NC(=O)c4ccccc4)ncnc32)[C@H](O)[C@@H]1O)NCc1cccs1,-6,5,-17,6,1,-4,3,-0.4,i
Cc1ccc(OCCNC(=O)CNC(=O)c2ccccc2Cl)cc1,-3,-5,0,1,-2,-3,1,-0.7,i
CCn1c(SCC(=O)Nc2ccc3c(c2)OCCO3)nnc1C1CC1,-1,8,11,1,0,-3,4,-0.9,i
O=C(COC(=O)/C=C/c1ccccc1)NC1CCCC1,0,13,-3,3,-2,0,7,-0.7,i
COc1ccc(C(=O)Nc2cccc(-c3cc4ccccc4oc3=O)c2)cc1[N+](=O)[O-],-7,5,4,-2,-2,7,0,1.5,i
CCOCCCn1c(SCC(=O)Nc2ccc(C(N)=O)cc2)nc2ccccc2c1=O,1,17,7,1,5,-4,-5,0.0,i

# The order is random (roughly 4.2% active in at least one column).
